Compound activity: PubChem BioAssay, National Center for Advancing Translational Sciences (NCATS)
TDP43 rescue – qHTS of TDP-43 Inhibitors; TDP-43 expressing yeast growth rescue, BacTiter-Glo, 24 h; Potency, µM (titrated, usually from 46.1 µM), inactives show at the top dose growth rescue (activation), hits mostly activators; actives 1.8% (n = 410,000); AID 652104, 2013; further: potency means the concentration at half of the fitted maximal effect; % of control where 0% means no effect; nearly all actives have a fitted effect of over 50% in size
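Growth rescue of TDP-43-toxic yeast measured as ATP luminescence (BacTiter-Glo). Cells grown to mid-log in raffinose, induced in galactose at OD600=0.02, exposed to compound 24 hr at 30 deg C.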
GLP-1R inv ag – qHTS of GLP-1 Receptor Inverse Agonists (Inhibition Mode); HEK293 GLP-1R CRE-luciferase, luminescence, 24 h; GLP-1R form is constitutively active; Potency, µM (top dose mostly 38.3 µM), without a hit: at the highest dose activity change, negative = inhibition, actives largely listed as inhibitors; actives 1.6% (n = 410,000); AID 624417, 2012; further: potency means the concentration at half of the fitted maximal effect; on the % scale 0 is the no-effect control and ±100 the full control effect; nearly all actives have a fitted effect of over 55% in size
Target sequence (P43220 whole entry, looked up): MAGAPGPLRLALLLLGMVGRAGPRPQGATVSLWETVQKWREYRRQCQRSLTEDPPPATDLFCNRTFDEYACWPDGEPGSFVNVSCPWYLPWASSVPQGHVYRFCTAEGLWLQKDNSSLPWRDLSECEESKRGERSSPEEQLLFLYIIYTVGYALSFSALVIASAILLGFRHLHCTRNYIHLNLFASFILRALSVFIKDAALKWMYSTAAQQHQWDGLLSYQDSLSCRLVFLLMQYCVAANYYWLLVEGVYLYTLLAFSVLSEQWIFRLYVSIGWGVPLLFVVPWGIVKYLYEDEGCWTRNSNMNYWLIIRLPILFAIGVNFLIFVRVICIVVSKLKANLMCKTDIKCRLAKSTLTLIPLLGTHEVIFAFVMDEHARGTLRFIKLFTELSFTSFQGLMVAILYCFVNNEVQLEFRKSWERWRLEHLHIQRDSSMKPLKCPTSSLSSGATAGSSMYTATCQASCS
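Assay principle: reduced luminescence from a cAMP-responsive reporter in HEK293 cells co-expressing a constitutively active GLP-1R. Conditions: 24 hr compound incubation, 37 deg C, 5% CO2.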
aSyn yeast inh – qHTS of alpha-syn Inhibitors | Yeast expressing alpha-synuclein, growth rescue, BacTiter-Glo, 24 h | Potency, µM (titrated, usually from 46.1 µM), for the others: at the highest dose growth rescue (activation), actives largely listed as activators | actives 0.14% (n = 370,000); further: potency means the concentration at half of the fitted maximal effect; % of control where 0% means no effect; nearly all actives have a fitted effect of over 65% in size
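Screening used galactose-induced yeast with toxic alpha-synuclein levels, exposed to compound for 24 hr at 30 deg C. Cell growth, read with BacTiter-Glo luminescence, gave the measured signal.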
FUS suppressor – qHTS for Suppressors of FUS Proteinopathy: Primary screen using FUS-linked yeast assay. S. cerevisiae FUS-expressing, growth rescue, OD600, 24 h. Potency, µM (doses to about 76.6 µM), inactives show at the top dose growth rescue (activation), hits mostly activators. actives 0.24% (n = 390,000);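 further: potency means the concentration at half of the fitted maximal effect; plate controls were DMSO vehicle for no effect and reference control for full effect; nearly all actives have a fitted effect of over 55% in size; some results filed as inactive show a strong effect at the top dose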
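Cultures pregrown in 2.5% raffinose medium are shifted to minimal medium containing 2% galactose to express toxic FUS. Compounds are tested at several concentrations. After 24hr at 30C, growth is quantified at 600 nm absorbance.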
PTHR1 agonist – qHTS for PTHR1 Agonists: Primary Screen; HEK293 GP2 PTHR1 cells, GloSensor cAMP luminescence, 1 h; Potency, µM (titrated, usually from 115 µM), inactives show at the highest dose activation, actives largely listed as activators; actives 0.075% (n = 410,000); further: potency means the concentration at half of the fitted maximal effect; nearly all actives have a fitted effect of over 55% in size; some results filed as inactive show a strong effect at the top dose; inactives centre near -15; many of its hits are not listed in these tables
Target sequence (Q03431 whole entry, looked up): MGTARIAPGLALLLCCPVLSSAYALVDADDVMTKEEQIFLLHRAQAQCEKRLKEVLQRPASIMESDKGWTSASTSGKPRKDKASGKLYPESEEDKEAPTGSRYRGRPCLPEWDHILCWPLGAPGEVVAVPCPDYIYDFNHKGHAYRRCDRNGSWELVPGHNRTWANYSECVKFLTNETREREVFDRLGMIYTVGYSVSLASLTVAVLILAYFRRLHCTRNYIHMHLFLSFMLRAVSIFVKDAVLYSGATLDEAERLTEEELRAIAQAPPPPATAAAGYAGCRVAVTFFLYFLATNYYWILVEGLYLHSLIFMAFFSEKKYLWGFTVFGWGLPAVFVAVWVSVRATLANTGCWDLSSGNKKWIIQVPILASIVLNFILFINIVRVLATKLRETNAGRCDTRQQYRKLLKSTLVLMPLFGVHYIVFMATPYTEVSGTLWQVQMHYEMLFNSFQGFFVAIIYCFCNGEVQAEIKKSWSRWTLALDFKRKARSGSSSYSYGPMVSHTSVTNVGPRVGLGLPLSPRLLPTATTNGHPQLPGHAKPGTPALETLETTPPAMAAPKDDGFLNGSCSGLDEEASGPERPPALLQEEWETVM
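HEK-293-derived GP2 cells expressing PTHR1 and a GloSensor cAMP reporter, 3,000/well, plated overnight, given luciferin plus IBMX (each 0.5 mM as added) for 1 h at 37 °C, then compound for 1 h at 37 °C. Luminescence was read after 15 min at room temperature.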
Abeta yeast res – qHTS for compounds that reverse cellular toxicity of Amyloid beta (A-beta) peptide in yeast: Primary Screen | yeast expressing A-beta42, growth rescue, OD600, 48 h; response scale: 0% DMSO, 100% iron-clioquinol control | Potency, µM (top dose mostly 46.1 µM), for inactives: at the highest dose growth rescue, actives largely listed as activators | actives 0.063% (n = 410,000) | AID 1347071, 2019; further: potency means the concentration at half of the fitted maximal effect; nearly all actives have a fitted effect of over 55% in size
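Growth rescue measured by 600 nm absorbance after 48 h yeast culture at 30 C with compound. Values normalized between DMSO and an equimolar ferric chloride plus clioquinol control.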
Mm-Cpn inhibitor – Inhibitors of TCP-1 ring complex (TRiC) of Methanococcus maripaludis (MmCpn): qHTS. Chaperonin Mm-Cpn (Methanococcus maripaludis). actives 0.031% (n = 330,000). AID 504842, 2011. purified Mm-Cpn ATPase, ADP Transcreener TR-FRET. Potency, µM (highest dose often 76.9 µM), without a hit: at the top dose activity, negative = inhibition, hits mostly inhibitors; further: potency means the concentration at half of the fitted maximal effect; on the % scale 0 is the no-effect control and ±100 the full control effect; nearly all actives have a fitted effect of over 80% in size
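ATP (10 uM final) was added to archaeal chaperonin (25 nM final) after 10 min exposure to test compound at 37°C; after 30 min further incubation, ADP was detected by competitive TR-FRET.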
HEK293 tox – qHTS of GLP-1 Receptor Inverse Agonists: Cytotox Screen. HEK293 cAMP-luciferase reporter cells, luminescence, 24 h. Potency, µM (series often up to 38.3 µM), for the others: at the top dose activity change, negative = inhibition, most hits filed as inhibitors. actives 0.13% (n = 410,000). AID 624418, 2012;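 further: loss of luciferase light is scored as toxicity; potency means the concentration at half of the fitted maximal effect; on the % scale 0 is the no-effect control and ±100 the full control effect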
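Seeding density was 200 cells/uL; after overnight-length (12 h) culture, 23 nL compounds went on for 24 h at 37 °C. Readout used a luciferase detection reagent, luminescence taken after 12 min at room temperature.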
Akt phos inh – HTS Assay for Inhibitors of Akt Phophorylation: Primary Screen; actives 0.32% (n = 360,000); Neuro2A IGF-stimulated pAkt S473 HTRF, 20 min; active compounds read low; AID 651550, 2012; activity change, % for hits at 50 µM; in the data active means activity change below about -80%; inconclusive means mostly about -51% to -80%; further: on the % scale 0 is the no-effect control and ±100 the full control effect
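Neuro2A cells in DMEM with 0.5% FBS, overnight at 37 deg C, given compound at single 50 µM final, then IGF (6 nM final) for 20 min at 37 deg C. Lysed; phospho-Akt Ser473 by HTRF after 24 h, 665/615 ratio.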
* = called active by the depositor; i = inactive; u = inconclusive; x = no result given; & = joins results of further samples; [ ] = another dose, or the depositor's remark. Unless noted, the call rests on the fitted dose curve; in most records, active means well fitted curve in the direction sought with a large enough effect; inconclusive means small, poorly fitted or top-dose-only effect, or another doubt; inactive means no such curve, though single readings can be large; an effect the other way counts as inactive or inconclusive. Not all compounds are listed; rates above refer to the full screens.

SMILES	TDP43 rescue	GLP-1R inv ag	aSyn yeast inh	FUS suppressor	PTHR1 agonist	Abeta yeast res	Mm-Cpn inhibitor	HEK293 tox	Akt phos inh
Cc1ccc(OCC(=O)Nc2ccccc2C(=O)N2CCCC2)cc1	-8.1%	10.9%	4.2%	x	-38.9%	4.3%	-0.3%	-12.1%	i
Cc1ccc(S(=O)(=O)NC(=O)C2(C)CCN2C(=O)C2(c3ccc(Cl)cc3)CCC2)nc1 (configuration not stated)	-3.4%	7.3%	22.5%	-15.7%	3.3%	-14.8%	x	8.3%	i
CC(=O)c1ccc(Nc2ccc3cc(S(=O)(=O)N4CCCC4)ccc3n2)cc1	18.1%	u	x	2.8%	-31.2%[inhibitor]	-4.0%	x	-12.2%	x
CCCCn1c(N)c(N(C)C(=O)c2ccc(-n3cccn3)cc2)c(=O)[nH]c1=O	3.2%	-2.4%	-0.3%	-15.3%	i	14.6%	1.9%	1.1%	i
CC(C)(C)c1ccc(C(=O)O/N=C(\N)c2ccccn2)cc1	u	-77.1%	4.8%	9.3%	-39.8%[inhibitor]	2.1%	-5.4%	u	i
CC(=O)c1cccc(NS(=O)(=O)c2ccc3c(c2)N(C(C)=O)CCO3)c1	3.6%	2.2%	-1.3%	-17.6%	-5.7%	-3.0%	1.2%	0.5%	x
CCOC(=O)C1=NNC2(CC(=O)N(c3cccc(C)c3)C2=O)C1 (configuration not stated)	15.3%	2.4%	7.7%	22.4%	i	10.8%	-4.3%	4.8%	i
COc1ccc(Cl)cc1N=Cc1c(O)cc(C)oc1=O	-11.9%	1.2%	0.2%	-21.4%	-0.2%[57.5 µM]	-0.9%	x	-2.1%	i
O=C(C1CCCN(S(=O)(=O)c2cccs2)C1)N1CCN(c2cccc(Cl)c2)CC1 (configuration not stated)	27.3%	u	x	40.8%	-41.6%[inhibitor]	-7.0%	x	-8.4%	x
C/C(=N\Nc1c(F)c(F)c(Br)c(F)c1F)c1ccncc1	27.1%	1.3%	-3.6%	5.2%	i	-4.0%	-0.5%	20.2%	i
CCOc1ccc(/C=C2\SC(=S)N(CCC(=O)Nc3ccccc3C(=O)O)C2=O)cc1	-0.9%	16.9%	0.3%	-7.0%	-2.3%	-2.9%	-14.9%	-5.9%	i
Nc1ncnc2c1ncn2C1OCC(O)C1O (configuration not stated)	16.1%	14.7%	3.9%	-14.5%	-7.9%	-7.4%	x	4.4%	i
Cc1ccn2c(C(=O)NNC(=O)Nc3ccc(Cl)cc3)c(C)nc2c1	-10.3%	-4.6%	-2.3%	20.7%	25.8%	-7.0%	0.3%	-0.9%	i
Cc1cc(C)n(C(=O)CCCCCC(=O)n2nc(C)cc2C)n1	-9.8%	0.6%	6.7%	6.4%	i	8.8%	2.1%	-9.0%	i
O=C(NCc1ccccc1)C(=O)NCC1OCCN1S(=O)(=O)c1ccc([N+](=O)[O-])cc1 (configuration not stated)	18.6%	-9.0%	5.2%	13.3%	-3.6%	1.1%	-0.6%	-1.1%	i
O=C(CN(c1ccccc1)S(=O)(=O)c1ccccc1)NCCSCc1ccco1	1.7%	u	12.4%	45.0%	-26.9%	8.9%	1.4%	-7.0%	i
CCN(CC)Cc1c(O)ccc2c(-c3ccccc3)cc(=O)oc12	-3.3%	0.0%	-12.5%	1.4%	-12.2%	5.0%	-2.1%	142.4%[activator]	i
CC(/C=N/NC(=O)c1cccnc1)=C\c1ccco1	-22.5%	-4.9%	-5.3%	63.8%	i	-13.0%	-1.5%	8.4%	i
Cc1scc(C(=O)NNC(=O)CCC(=O)O)c1C	-0.1%	-5.1%	0.9%	-16.1%	-4.2%	-4.3%	0.4%	5.1%	i
O=C(NCc1ccc(Cl)cc1)C(=O)NCC(c1ccco1)S(=O)(=O)c1cccs1 (configuration not stated)	2.3%	-6.2%	x	-10.3%	-11.3%	-6.1%	x	4.9%	x
CCCCn1c(N)c(N(CCOC)C(=O)c2ccc3c(c2)C(=O)N(c2cc(C)ccc2C)C3=O)c(=O)[nH]c1=O	-15.3%	1.9%	-1.6%	11.1%	i	-8.4%	-0.4%	-1.3%	i
CCN1CCN(C(C(=O)NC2CCCCC2)c2cc3ccccc3o2)CC1 (configuration not stated)	24.8%	-14.6%	-0.5%	-24.8%	-14.5%	4.5%	x	1.4%	i
CC(NC(=O)c1cc(S(=O)(=O)N2CCOCC2)ccc1F)c1ccc(-n2ccnc2)cc1 (configuration not stated)	11.4%	20.1%	-7.7%	-11.7%	-24.1%	1.6%	-2.3%	1.8%	i
CCC(CC)C(=O)Nc1ccc2nc(SCC(=O)N3c4ccccc4CC3C)sc2c1 (configuration not stated)	15.4%	u	x	u	-10.7%	2.3%	x	3.5%	x
Cn1c(N/N=C2\CCCc3ccccc32)nc2c1c(=O)n(Cc1ccc(F)cc1)c(=O)n2C	-3.5%	20.8%	-3.4%	x	u	-13.4%	-0.5%	21.2%	i
New compounds follow:
SMILES	TDP43 rescue	GLP-1R inv ag	aSyn yeast inh	FUS suppressor	PTHR1 agonist	Abeta yeast res	Mm-Cpn inhibitor	HEK293 tox	Akt phos inh
O=C1CC(N(O)c2ccccc2)C(=O)N1c1cc(Cl)cc(Cl)c1 (configuration not stated)	2.0%	0.0%	1.3%	20.3%	i	-1.0%	-4.7%	-0.4%	i
CSc1ccc(CNCCCN(C)C)cc1	-12.6%	u	7.4%	x	i	12.6%	0.6%	0.3%	i
Cc1ccc(C)c(C(=O)CCC(=O)N2CCN(c3ncccn3)CC2)c1	22.9%	-15.8%	1.8%	9.2%	i	1.0%	1.0%	-5.8%	i
CCN1CCN(Cc2ccc(NC(=O)c3cc(NC(=O)c4cncc(-c5ccc(C#N)cc5)c4)cc(OC)c3)cc2C(F)(F)F)CC1	8.1%&24.8%	u	-4.4%&2.4%	16.9%&14.6%	-31.5%[inhibitor]	-0.6%&4.4%	-1.1%	u	i
COC(=O)C1(Cc2ccccc2)NC(c2ccc(F)cc2)C2C(=O)N(C)C(=O)C21 (configuration not stated)	-4.6%	0.4%	12.6%	-3.2%	-1.3%[57.5 µM]	-1.0%	0.1%	-3.9%	x
CN(C)c1ccc(-c2cc([C@H]3[C@@H]4C=CCC[C@@]4(C)C(=O)N3Cc3ccccc3)ccc2F)cc1	10.6%	u	-1.0%	u	i	7.7%	-1.1%	-16.4%	i
COc1ccc(NC(=O)CN(C)CC(=O)NC2CCCCC2C)cc1 (configuration not stated)	22.5%	-20.5%	-0.4%	x	-0.3%	0.3%	0.4%	-16.5%	i
CCC(C)NC(=O)CN1C(=O)NC2(CCOc3ccccc32)C1=O (configuration not stated)	-13.3%	11.9%	-5.7%	2.4%	-10.5%	3.9%	-0.1%	5.0%	i
Cc1nnc(NC(=O)C23CC4CC(CC(C4)C2)C3)s1	26.3%	-13.8%	2.1%	-29.8%	i	u	1.9%	-10.4%	i
COC(=O)c1ccc(C(c2c(C)[nH][nH]c2=O)c2c(C)[nH][nH]c2=O)cc1	9.2%	-1.0%	1.4%	-24.1%	i	-2.9%	-0.5%	-3.5%	i
Cc1cc(C)cc(N(C(=O)c2csnn2)C(C(=O)NC2CCCCC2)c2ccncc2)c1 (configuration not stated)	-8.0%	15.2%	3.6%	18.3%	-0.5%	2.1%	0.7%	0.3%	i
CC(C)c1nnc(-c2ccc(Cl)cc2)c(N(C)C)n1	20.4%	0.0%	-15.5%	15.5%	-4.9%[57.5 µM]	-7.6%	-1.7%	2.8%	i
CCC(=O)N1CCC1(C)C(=O)Nc1cccc2c1CCCC2 (configuration not stated)	12.0%	5.8%	12.3%	-17.7%	6.1%	-2.3%	x	1.4%	i
O=C(CCCN1C(=O)/C(=C/c2ccco2)SC1=S)Nc1ccccc1C(=O)O	-4.7%	23.8%	-1.4%	21.4%	-2.9%	1.2%	1.2%	u	i
CC1CC(C)CN(C(=O)C2CCN(S(=O)(=O)c3c(Cl)cccc3Cl)CC2)C1 (configuration not stated)	u	u	16.3%	14.5%	-9.9%	2.9%	-1.6%	-21.3%	i
COc1cc(NC(=O)CSc2nc3ccccc3n2-c2ccccc2)c(C)cc1[N+](=O)[O-]	-1.5%	-18.8%	6.2%	x	i	17.2%	-5.5%	-13.3%	i

Exported with values under each structure: entries from further up.
Each structure is followed by: TDP43 rescue	GLP-1R inv ag	aSyn yeast inh	FUS suppressor	PTHR1 agonist	Abeta yeast res	Mm-Cpn inhibitor	HEK293 tox	Akt phos inh
> COc1ccc(NC(=O)CN(C)CC(=O)NC2CCCCC2C)cc1 (configuration not stated)
  22.5%	-20.5%	-0.4%	x	-0.3%	0.3%	0.4%	-16.5%	i
> CCC(C)NC(=O)CN1C(=O)NC2(CCOc3ccccc32)C1=O (configuration not stated)
  -13.3%	11.9%	-5.7%	2.4%	-10.5%	3.9%	-0.1%	5.0%	i
> Cc1nnc(NC(=O)C23CC4CC(CC(C4)C2)C3)s1
  26.3%	-13.8%	2.1%	-29.8%	i	u	1.9%	-10.4%	i
> COC(=O)c1ccc(C(c2c(C)[nH][nH]c2=O)c2c(C)[nH][nH]c2=O)cc1
  9.2%	-1.0%	1.4%	-24.1%	i	-2.9%	-0.5%	-3.5%	i
